Source: PubChem (several laboratories)
Mtb FBA inh = Mtb FBA enzyme inhibitors, primary screen, biochemical, fluorescence, strain H37Rv; Fructose-bisphosphate aldolase (Mycobacterium tuberculosis (strain ATCC 25618 / H37Rv)), …; 360,000 tested, 2.3% active; inhibition, % at 1 µM; purified M. tuberculosis FBA, fluorescence read-out; in the data active = inhibition above about 27%;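 also: 0% = vehicle and 100% = reference inhibitor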
Target sequence (P9WQA3 whole entry, looked up): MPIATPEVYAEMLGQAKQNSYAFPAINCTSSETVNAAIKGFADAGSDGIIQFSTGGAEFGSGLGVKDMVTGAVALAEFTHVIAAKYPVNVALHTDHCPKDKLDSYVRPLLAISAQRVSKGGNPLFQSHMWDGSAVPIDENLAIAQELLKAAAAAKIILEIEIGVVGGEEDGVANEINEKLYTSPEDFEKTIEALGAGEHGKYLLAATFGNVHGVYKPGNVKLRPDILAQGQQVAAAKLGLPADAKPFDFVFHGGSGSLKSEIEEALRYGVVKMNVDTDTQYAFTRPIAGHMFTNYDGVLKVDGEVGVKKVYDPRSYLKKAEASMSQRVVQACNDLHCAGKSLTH
FadD28 FP inh = inhibitors of FadD28 bisubstrate probe binding, primary screen, biochemical, fluorescence polarization, single point. Mycobacterium tuberculosis FadD28 fatty-acid-AMP ligase. inhibition, % at 12.5 µM. 360,000 tested, 0.22% active. AID 588549, 2011; in the data active = inhibition above about 8.5%, passing the limit was not always enough; inconclusive = no clear call, values can overlap the other calls
Rv3671c protease = Rv3671c serine protease inhibitors, primary screen, biochemical, fluorescence polarization, M. tuberculosis H37Rv. P9WHR9. inhibition, % at 5.96 µM. 320,000 tested, 0.048% active; in the data active = inhibition above about 38%;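 also: extracellular domain of Rv3671c used as enzyme; 0% = enzyme with DMSO and 100% = no enzyme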
BioA inh = M. tuberculosis BioA enzyme inhibitors, primary screen, biochemical, plate reader, single point, HTS | purified M. tuberculosis BioA enzyme | AID 602481, 2012 | 7,8-diaminopelargonic acid synthase BioA (Mycobacterium tuberculosis) | inhibition, % at 9.99 µM | 360,000 tested, 0.096% active; in the data active = inhibition above about 40%; inconclusive = no clear call, values can overlap the other calls
MazF activator = activators of E. coli MazEF toxin-antitoxin RNase, primary screen, biochemical, fluorescence, uHTS; Endoribonuclease toxin MazF (Escherichia coli (strain K12)), P0AE70; FAM/BHQ RNA-DNA oligo cleavage fluorescence, 5 h; activation, % at 20 µM; 350,000 tested, 0.32% active; AID 504720, 2011; in the data active = activation above about 50%
Target sequence (P0AE70 whole entry, looked up): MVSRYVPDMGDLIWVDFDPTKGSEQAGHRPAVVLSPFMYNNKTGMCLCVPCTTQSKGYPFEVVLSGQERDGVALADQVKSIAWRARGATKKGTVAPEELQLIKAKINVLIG
GDH-TPI inh = GDH-TPI coupling enzyme inhibitors, primary screen, artefact control for M. tuberculosis FBA inhibitor project, biochemical, absorbance, full deck | AID 588335, 2011 | 360,000 tested, 1.2% active | inhibition, % at 4.8 µM | GDH-TPI coupled enzyme counterscreen, NADH absorbance; in the data active = inhibition above about 30%;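 also: 0% = DMSO wells and 100% = wells lacking the enzyme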
Mtb UGM inh = M. tuberculosis UGM enzyme inhibitors, primary screen, biochemical, fluorescence polarization, single point; UDP-galactopyranose mutase (Mycobacterium tuberculosis (strain ATCC 25618 / H37Rv)), …; AID 504406, 2011; inhibition, % at 10 µM; 320,000 tested, 0.06% active; purified UGM, fluorescence polarization probe displacement; in the data active = inhibition above about 10%, passing the limit was not always enough; inconclusive = no clear call, values can overlap the other calls
Target sequence (P9WIQ1 whole entry, looked up): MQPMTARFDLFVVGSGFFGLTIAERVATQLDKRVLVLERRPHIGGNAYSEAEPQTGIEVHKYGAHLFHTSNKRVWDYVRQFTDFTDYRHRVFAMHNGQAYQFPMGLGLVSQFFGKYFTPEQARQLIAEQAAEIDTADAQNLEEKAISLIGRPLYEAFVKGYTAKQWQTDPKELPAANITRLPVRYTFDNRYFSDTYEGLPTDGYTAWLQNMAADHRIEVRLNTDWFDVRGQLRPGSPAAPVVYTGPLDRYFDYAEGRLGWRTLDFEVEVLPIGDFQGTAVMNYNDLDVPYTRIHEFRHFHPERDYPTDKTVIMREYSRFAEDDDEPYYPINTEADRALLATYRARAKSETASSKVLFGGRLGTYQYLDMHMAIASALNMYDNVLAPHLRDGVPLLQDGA
PrPC surface inh = inhibitors of human cell surface prion protein PrPC, primary screen, cell-based, TR-FRET. TR-FRET read-out. inhibition, % at 13.8 µM. 370,000 tested, 0.43% active; in the data active = inhibition above about 24%; also: 0% = median of the test wells and 100% = reference compound wells
BoNT-F LC inh = BoNT/F light chain protease inhibitors, primary screen, biochemical, flow cytometry, MLPCN library; Botulinum neurotoxin type F light chain protease (Clostridium botulinum); Multiplex microsphere protease cleavage assay; inhibition, % at 10 µM; 360,000 tested, 0.22% active; AID 588497, 2011; in the data active = inhibition above about 35%, passing the limit was not always enough; inconclusive = no clear call, values can overlap the other calls; also: plate controls were buffer without enzyme for full effect and enzyme alone for no effect
* hit, by the source's call; ? = inconclusive; · = no result given.

SMILES	Mtb FBA inh	FadD28 FP inh	Rv3671c protease	BioA inh	MazF activator	GDH-TPI inh	Mtb UGM inh	PrPC surface inh	BoNT-F LC inh
Cc1cc(C)nc(SCc2ccc(C(=O)N/N=C3\CC(C)CC(C)(C)C3)cc2)n1 (stereo unspecified)	3	-1.9	-13	-1.1	-2	-9	-0.8	-3	-1
CC(=O)Nc1cccc(-c2ccnc3c2CC(C)(C(=O)NCc2ccc(F)c(F)c2)O3)c1 (stereo unspecified)	3	-4.3	·	17	·	8	·	12	-9
CCOc1ccccc1CN1C(=O)NC2(CCCCCC2)C1=O	0	-0.4	2	0.3	2	0	-2.2	5	-2
Cc1cc(N=O)c(C)cc1O	-3	-1.1	·	-1.3	·	6	·	-9	2
Oc1ccc(/C=N/n2c(COc3ccccc3)n[nH]c2=S)cc1O	-1	-0.5	9	·	6	17	1.7	-2	-14
CC(C)(C)c1ccc(OCCC(=O)OCC(=O)NC(=O)NC2CCCC2)cc1	1	-2.1	7	·	-4	7	-0.2	2	?
COc1ccccc1N1CC(C(=O)NCC2COc3ccccc3O2)CC1=O (stereo unspecified)	0	-2.4	-9	-2.2	2	-5	1.4	-2	6
Cc1cc(=O)n2nc(N3CCC(C(=O)NCc4ccc(Cl)cc4)CC3)sc2n1	1	-6.0	0	-0.6	8	1	-2.0	0	1
COc1cc(SC)ccc1C(=O)OCC(=O)NCCC1=CCCCC1	3	-1.9	5	-1.8	6	6	-0.3	2	16
COc1cccc(CNCCO)c1OCc1ccccc1Cl	2	-3.2	3	0.8	7	-2	-0.4	7	0
COc1ccc(CNC(=O)N2CCN(c3ccc(F)cc3)CC2)cc1	-1	-2.3	-2	1.0	-6	-6	0.5	-2	?
CCOc1ccccc1NC(=O)c1cccc(NC(=O)CC(c2ccccc2)c2ccccc2)c1	-3	-2.9	-122	-2.9	-2	2	-2.5	4	-8
Cc1c(C(=O)Oc2cccc3cccnc23)oc2ccccc12	0	-6.7	6	0.9	6	11	2.3	-3	1
O=[N+]([O-])c1cc(C(F)(F)F)ccc1NN=C1CCCC1	-1	-3.5	-1	-0.8	-6	-2	1.2	7	-7
COc1ccc(C)cc1-n1c(SCC(=O)N2CCOCC2)nc2ccccc2c1=O	-2	-0.9	·	7.7	-20	16	·	-10	-3
O=C(Nc1cccnc1)c1ccc(COc2ccccc2Br)o1	2	-5.6	-11	30	-2	-8	4.4	7	-10
COc1ccccc1OCC(=O)N/N=C/C=C/c1ccc([N+](=O)[O-])o1	-6	-1.6	-6	-1.3	6	27	·	-15	-10
Cc1oc2cc(OC(=O)c3ccco3)ccc2c(=O)c1-c1nc2ccccc2n1C	10	0.0	-8	·	-10	10	2.6	7	-3
NC(=O)CC(NC(=O)Cc1ccc(Cl)cc1)c1ccc(NCCOc2ccccc2)c([N+](=O)[O-])c1 (stereo unspecified)	2	0.3	-5	-1.5	-1	10	0.4	-13	-5
C=CCn1c(SCc2nc3scc(-c4ccccc4)c3c(=O)[nH]2)nnc1-c1ccccc1F	3	-3.9	-7	-0.5	-5	7	-2.2	-1	-10
CCCS(=O)(=O)NC(=O)C1(C)CCCN(C(=O)c2ccnc(Cl)c2)C1 (stereo unspecified)	-6	-3.3	·	-2.6	·	4	·	5	4
CC(Oc1ccc(S(=O)(=O)N2CCCC2)cc1[N+](=O)[O-])C(=O)N(C)c1ccccc1 (stereo unspecified)	1	0.5	-3	1.1	-10	4	1.7	-8	10
Cc1cc(C)nc(SCc2cc(=O)c(OC(=O)c3cc([N+](=O)[O-])ccc3Cl)co2)n1	3	-0.5	4	·	4	4	0.2	-9	0
O=C(CC1C(=O)NCCN1C/C=C/c1ccccc1)NCCc1cccnc1 (stereo unspecified)	3	-2.0	4	1.1	6	0	2.6	6	0
O=C(c1ccc2c(c1)OCO2)C1CCCN(C(=O)NCc2ccccc2)C1 (stereo unspecified)	3	-4.3	6	·	-1	-6	-4.9	0	-2

Brought forward from above: three entries, then new ones.
SMILES	Mtb FBA inh	FadD28 FP inh	Rv3671c protease	BioA inh	MazF activator	GDH-TPI inh	Mtb UGM inh	PrPC surface inh	BoNT-F LC inh
Cc1cc(C)nc(SCc2cc(=O)c(OC(=O)c3cc([N+](=O)[O-])ccc3Cl)co2)n1	3	-0.5	4	·	4	4	0.2	-9	0
O=C(CC1C(=O)NCCN1C/C=C/c1ccccc1)NCCc1cccnc1 (stereo unspecified)	3	-2.0	4	1.1	6	0	2.6	6	0
O=C(c1ccc2c(c1)OCO2)C1CCCN(C(=O)NCc2ccccc2)C1 (stereo unspecified)	3	-4.3	6	·	-1	-6	-4.9	0	-2
C=CCNC(=O)COC(=O)c1c2c(nc3ccccc13)CCC2	4	·	2	-1.1	2	0	0.3	3	-9
CCO[C@H]1OC(C(=O)N2CCOCC2)=C[C@@H](c2ccccc2)[C@@H]1CCCO	0	-3.1	1	-0.6	3	11	3.9	0	6
COc1cc(O)c(C=Nc2ccccc2NS(=O)(=O)c2ccc(C)cc2)c(OC)c1	0	0.4	·	·	-47	9	·	4	-7
Cc1[nH]n(-c2ccccc2)c(=O)c1N=Nc1ccccc1O	-14	0.6	·	·	7	12	·	-35	-2
COC(=O)c1cccc(NC(=O)Cn2nnc3ccccc32)c1	-2	0.7	4	0.3	-23	6	-2.1	5	1
CC(C)N1C(=S)SC(C)(C)C1NO (stereo unspecified)	0	0.0	2	-0.3	9	5	-0.3	-1	-18
CCOC(=O)c1c(-c2ccc(C)cc2C)csc1NC(=O)CSc1nnnn1C	1	-1.8	-17	-5.1	-6	15	0.7	6	-6
CC(C)(C)OC(=O)C[C@@H]1C/C=C\C[C@@H](CC(=O)N[C@H](CO)Cc2ccccc2)C(=O)NC[C@H](c2ccccc2)OC1=O	5	-1.5	-6	-2.5	-2	0	0.4	-4	-7
Clc1ccc2nc(-c3cccc(SC4CCCCC4)c3)c(NCc3ccccc3)n2c1	1	-3.7	-18	-4.2	-7	6	0.7	7	-10
O=C(Nc1ccc(N2CCOCC2)c(S(=O)(=O)Nc2ccccc2Cl)c1)c1ccc(F)cc1	2	0.2	-82	2.2	0	9	3.7	2	-6
O=C(CNC(=O)c1ccccc1)OCCCOC(=O)CNC(=O)c1ccccc1	-1	-3.8	6	0.6	6	-6	3.0	1	-2
O=C(O)c1ccc(CSc2nnc(-c3ccco3)n2-c2ccccc2)cc1	0	-0.9	2	·	-5	9	0.6	-3	-1
CC(C)(C)c1cc(/C=C2\NC(=O)NC2=O)cc(C(C)(C)C)c1O	-1	-2.3	-1	0.5	1	22	-0.7	5	-2
CC(=O)N(c1nc(CCl)cs1)c1ccc(C)cc1C	0	-3.5	13	·	1	-9	0.0	-7	6
COc1ccc(/C(C)=N/OCC(=O)Nc2nc3ccccc3s2)cc1	4	2.6	-31	1.1	2	4	2.3	3	0
Cc1nn(-c2ccc(Cl)cc2)c2[nH]c(=O)c(CNCc3ccc4c(c3)OCO4)cc12	-7	-1.9	3	-1.0	8	-2	1.2	-4	6
Oc1cccc(CCC2CCCCN2Cc2cn[nH]c2-c2ccc3c(c2)OCO3)c1 (stereo unspecified)	-3	-1.7	5	·	5	2	-2.4	0	-3
CS(=O)(=O)N(CC(O)Cn1c2ccccc2c2ccccc21)c1cccc2ccccc12 (stereo unspecified)	-2	-1.4	-26	-1.2	1	1	0.8	-8	-4
CCN(CC)S(=O)(=O)c1ccc(OC)c(NC(=O)c2ccc(=O)[nH]c2)c1	-2	-2.6	8	-0.8	9	9	-5.3	3	8
C/C(=N/NS(=O)(=O)c1ccccc1)c1c[nH]c2ccccc12	2	-2.6	·	-1.5	23	9	0.5	-2	-6
CC(=O)Nc1ccc(NS(=O)(=O)c2cc([N+](=O)[O-])ccc2C)cc1	7	-1.0	-1	·	1	-5	3.3	-6	-3
COc1ccc(-c2ccc(CCC(=O)O)n2NC(=O)c2cccs2)cc1	2	-4.7	-1	0.4	-16	-7	0.0	-1	-25
CCOc1ccc(CCNC(=O)COC(=O)c2cccc(OC)c2O)cc1OCC	6	0.7	-3	·	4	3	-1.6	-9	6
Cc1ccc(C(C(=O)NC(C)(C)C)N(Cc2ccccc2)C(=O)c2snc(C(N)=O)c2N)o1 (stereo unspecified)	10	-2.8	-1	·	5	6	-5.4	-3	-5
CCOc1ccc(NC(=O)CN(C)C(=O)c2ccc(-c3ccc(C(C)=O)cc3)o2)cc1OCC	3	-2.2	1	·	6	20	-1.2	-15	-14

Whole records, looked up by structure. Values in the order: Mtb FBA inh	FadD28 FP inh	Rv3671c protease	BioA inh	MazF activator	GDH-TPI inh	Mtb UGM inh	PrPC surface inh	BoNT-F LC inh
Shown for C=CCNC(=O)COC(=O)c1c2c(nc3ccccc13)CCC2 = 4	·	2	-1.1	2	0	0.3	3	-9
Shown for COc1ccc(-c2ccc(CCC(=O)O)n2NC(=O)c2cccs2)cc1 = 2	-4.7	-1	0.4	-16	-7	0.0	-1	-25

Carrying on:
SMILES	Mtb FBA inh	FadD28 FP inh	Rv3671c protease	BioA inh	MazF activator	GDH-TPI inh	Mtb UGM inh	PrPC surface inh	BoNT-F LC inh
Cc1cccc(N=C2NC(=O)/C(=C/c3cccs3)S2)c1	-4	-3.3	-28	-1.4	4	23	0.1	2	3
COc1cc2c(cc1OC)CN(C(C)C(=O)Nc1ccc(NC(C)=O)cc1)CC2 (stereo unspecified)	-2	-2.3	-4	-0.7	14	23	0.8	1	-8
COc1ccc(CN=C2NC(=O)CC(C(=O)Nc3ccc(Cl)cc3)S2)cc1 (stereo unspecified)	0	1.1	5	·	2	2	1.4	-9	4
CC(C)Cn1c(N)c(C(=O)COC(=O)[C@H](C)NC(=O)c2ccccc2Cl)c(=O)n(C)c1=O	1	0.4	-1	-0.4	-1	4	0.6	1	13
CC(=O)N1CCN(c2ccc(OC[C@H]3CO[C@](Cn4ccnc4)(c4ccc(Cl)cc4Cl)O3)cc2)CC1	-1	-5.1	5	0.6	-15	17	-1.5	5	-7
CCOc1ccc(CN2CCNC(=O)C2CC(=O)NCCc2nc(C)c3c(n2)CCC3)cc1 (stereo unspecified)	28*	0.1	·	0.0	15	5	·	-3	12
O=C(Nc1ccccc1-c1ccccc1)c1cccc([N+](=O)[O-])c1	0	-1.2	2	0.9	7	3	0.8	-11	-3
CN(CC(=O)Nc1ccc(Cl)cc1)C(=O)C1=COCCO1	-1	-0.5	0	-0.9	3	2	4.6	-1	15
Cc1ccc(C2NC(=O)c3ccccc3N2)s1 (stereo unspecified)	8	-0.6	-11	·	7	30	1.6	0	-2
O=C(CN1C(=O)c2cccc([N+](=O)[O-])c2C1=O)N1CCN(c2ccc(F)cc2)CC1	0	-2.3	1	·	9	-5	2.6	-5	-6
CCN(C(=O)COC(=O)c1cccnc1Nc1cccc(C(F)(F)F)c1)C1CCS(=O)(=O)C1 (stereo unspecified)	-2	-1.6	2	-1.6	-8	5	-1.5	0	0
NC(=O)c1cc(N2C(=O)C=CC2=O)ccc1Cl	3	-4.3	3	0.1	9	-4	-0.5	·	-7
O=C(c1ccccc1)c1cccn1CC(=O)N1CCN(c2ccc(F)cc2)CC1	3	-2.5	2	3.1	-3	14	-0.3	1	-8
CCOc1ccc(NC(=O)NNC(=O)C2CCC(C(C)(C)C)CC2)cc1 (stereo unspecified)	-1	0.8	6	·	6	5	-0.5	-5	6
CN(Cc1ccccc1)C(=O)c1ccc(NC(=O)Cc2ccc(NC(=O)C3CCCN(C(=O)CCc4ccccc4)C3)cc2)cc1 (stereo unspecified)	-3	-1.4	·	-0.6	-17	-3	·	8	-1
Cc1ccc(F)cc1NC(=O)CCOc1ccccc1	5	0.2	-1	0.8	0	1	1.1	4	-2
